Source: PubChem
CR mimetic SO: caloric restriction mimetics inhibiting age-related superoxide in yeast. S. cerevisiae aged cells, superoxide DHE fluorescence; hits give low values. AID 2690. superoxide response (% of plate mean), % at 10 µM. hit rate 0.18% among 330,000;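 active means superoxide response under a set limit, about three screen SD below normal, cut at about 65% in these data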;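 further: yeast aged for seven days with compound at 30 °C before DHE staining; 100% = average MFI of all compound-treated wells on the plate with controls excluded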
procasp7 counter: activates human procaspase-7, counter-screen for procaspase-3 activators. P55210. recombinant procaspase-7, Ac-DEVD-pNA absorbance 405 nm; D23A/D198A/D206A triple mutant, cannot self-cleave; scale: DMSO 0, 5 µM enzyme 100. activation, % at 8.5 µM. hit rate 0.093% among 330,000. AID 463210;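 active means percent activation above the screen-wide mean plus 3 SD, cut at about 25% in these data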
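signal = Epi-absorbance of released pNA at 405 nm, two timepoints | assay system = Uncleavable procaspase-7 mutant enzyme | reagent = Ac-DEVD-pNA substrate, 400 µM as added | times = 1 h enzyme–compound preincubation and 2 h substrate reaction, both 25 °C | benchmarks = low DMSO alone, high DMSO plus 5 µM PC-7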
procasp3 activ: activators of human procaspase-3; P42574; recombinant procaspase-3 D3A, Ac-DEVD-pNA absorbance 405 nm; activation, % at 8.5 µM; hit rate 0.11% among 330,000;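 active means activation above the mean of all tested compounds plus 3 SD, cut at about 21% in these data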;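 further: 0% = DMSO alone and 100% = DMSO wells spiked with extra 5 µM PC-3 D3A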
Target sequence (P42574 whole entry D9A/D28A/D175A): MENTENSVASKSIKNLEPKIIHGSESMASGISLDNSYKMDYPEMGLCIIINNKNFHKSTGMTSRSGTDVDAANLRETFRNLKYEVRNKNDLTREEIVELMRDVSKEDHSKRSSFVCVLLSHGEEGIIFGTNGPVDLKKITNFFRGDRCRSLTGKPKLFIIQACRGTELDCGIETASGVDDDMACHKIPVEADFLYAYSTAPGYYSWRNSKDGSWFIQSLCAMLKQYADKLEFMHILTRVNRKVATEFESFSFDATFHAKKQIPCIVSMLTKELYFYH
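Evaluation: percent activation relative to control range; Material: Procaspase-3 D3A mutant, all three cleavage aspartates alanine; Compound: single dose, 8.5 µM nominal compound, 0.8% DMSO; Replication: one well per compound; Signal: absorbance at 405 nm, 0 and 120 min; Schedule: 1 h preincubation plus 2 h reaction at 25 °C.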
MEP2 TOR yeast: alters MEP2-GFP fluorescence in TOR pathway yeast screen; S. cerevisiae MEP2-GFP strain, flow cytometry GFP, 3 h; 100% = DMSO control level; hit rate 0.51% among 330,000; GFP response vs DMSO, % at 10 µM;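 active means GFP response versus DMSO above a set limit, roughly screen mean plus 3 SD, cut at about 180% in these data; inconclusive means fewer than 70 cells counted for a yeast strain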;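 further: median GFP fluorescence of the barcode-gated MEP2-GFP cells per well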
JMJD2C inh: inhibitors of human GASC-1 (JMJD2C) demethylase; GST-JMJD2C(1-420) H3K9me3 demethylation, DELFIA europium; Q9H3R0; hit rate 0.069% among 330,000; inhibition, % at 2.35 µM;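 active means more than half of a compound's replicate wells show inhibition beyond 50%, single wells judged on their own value; inconclusive means some, but no more than half, of replicates pass 50% inhibition; inactive means no replicate passes 50% inhibition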;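 further: signal counts dimethyl H3K9 product captured on neutravidin plate; 0% = median of DMSO wells and 100% = 0.3 times that DMSO median; strong numbers were not always called active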
RPL19A-GFP yeast: alters RPL19A-GFP fluorescence in TOR pathway yeast screen; percent response vs DMSO, % at 10 µM; hit rate 0.3% among 330,000; S. cerevisiae RPL19A-GFP strain, flow cytometry, 3 h; hits give low values; AID 2025;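 active means percent response vs DMSO below 50%; inconclusive means fewer than 70 events counted for the yeast strain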;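 further: median channel GFP fluorescence of the barcoded RPL19A-GFP strain; ratio of sample median GFP to plate DMSO average so 100% = DMSO; lower means less RPL19A-GFP as with rapamycin TOR inhibition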
AHR act: activators of human aryl hydrocarbon receptor. P35869. activation, % at 5 µM. hit rate 2.5% among 320,000. AHR-responsive luciferase reporter cells, luminescence; in the data active means activation above about 47%;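 further: 0% = vehicle wells and 100% = reference agonist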
Target sequence (P35869 whole entry, looked up): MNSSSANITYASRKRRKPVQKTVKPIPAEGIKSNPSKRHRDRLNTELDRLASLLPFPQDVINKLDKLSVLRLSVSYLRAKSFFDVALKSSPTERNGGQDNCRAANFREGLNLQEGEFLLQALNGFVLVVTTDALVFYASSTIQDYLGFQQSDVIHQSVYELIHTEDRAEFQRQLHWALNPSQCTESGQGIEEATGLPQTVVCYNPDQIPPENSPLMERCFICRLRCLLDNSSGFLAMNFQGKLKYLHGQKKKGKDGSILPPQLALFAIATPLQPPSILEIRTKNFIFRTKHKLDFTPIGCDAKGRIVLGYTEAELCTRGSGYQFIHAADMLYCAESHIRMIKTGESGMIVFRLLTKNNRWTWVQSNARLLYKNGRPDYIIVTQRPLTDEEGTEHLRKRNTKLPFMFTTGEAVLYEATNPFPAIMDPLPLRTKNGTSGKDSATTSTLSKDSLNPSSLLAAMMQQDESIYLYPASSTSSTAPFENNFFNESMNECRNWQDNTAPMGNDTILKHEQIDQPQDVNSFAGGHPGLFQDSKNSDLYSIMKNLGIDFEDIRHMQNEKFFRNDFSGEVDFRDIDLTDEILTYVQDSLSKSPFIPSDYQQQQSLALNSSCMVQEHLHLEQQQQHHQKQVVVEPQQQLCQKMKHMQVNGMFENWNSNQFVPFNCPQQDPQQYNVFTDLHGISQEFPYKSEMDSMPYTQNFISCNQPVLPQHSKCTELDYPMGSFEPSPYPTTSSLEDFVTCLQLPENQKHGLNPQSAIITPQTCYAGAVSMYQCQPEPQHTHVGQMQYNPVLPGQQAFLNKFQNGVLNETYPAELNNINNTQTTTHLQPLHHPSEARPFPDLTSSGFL
LAP4-GFP MLPCN: alters LAP4-GFP fluorescence in TOR pathway yeast screen. AID 2023. GFP response vs DMSO, % at 10 µM. S. cerevisiae LAP4-GFP multiplex, flow cytometry GFP, 3 h; median GFP as percent of DMSO wells. hit rate 0.34% among 320,000;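 active means GFP response vs DMSO above a set limit, about the screen mean plus 3 SD, cut at about 150% in these data; inconclusive means under 70 cell events counted for the yeast strain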
* hit, by the source's call; i = inactive; ? = inconclusive; nt = no result given; & = joins results of further samples.

compound	CR mimetic SO	procasp7 counter	procasp3 activ	MEP2 TOR yeast	JMJD2C inh	RPL19A-GFP yeast	AHR act	LAP4-GFP MLPCN
Cc1cc(S(=O)(=O)N2CCCC(N(C)CCc3ccccn3)C2)c(C)s1 (centres undefined)	101	-11	-1	98	26	101	1	105
CC(NCC(O)COc1ccc(S(=O)(=O)N2CCOCC2)cc1)c1ccccc1 (centres undefined)	124	0	-2	93	-4	92	3	95
CCSc1nc(C2CC2)cc(-c2cccs2)c1C#N	92	3	2	101	6	95	6	107
CN1CCN(CC#CCn2c3ccccc3c3ccccc32)CC1	90	0	-2	96	18	96	3	94
O=C(c1ccc(F)cc1F)N1CCC(N2CCC(C(=O)N3CCOCC3)CC2)CC1	104	-7	-1	116	-2	112	0	103
CCOC(=O)C1=C(COC(=O)CCNS(=O)(=O)c2ccc(NC(C)=O)cc2)NC(=O)NC1C (centres undefined)	139	10	3	84	0	94	4	99
CC(=O)Nc1ccc(S(=O)(=O)Nc2ccc(N3CCCCC3)cc2)cc1	100	-18	1	98	-2	98	6	105
COC(=O)c1ccccc1N=C(SC)N(C)C	105	-8	2	105	-3	98	4	95
CC(C)(C)c1ccc(OC(=O)Nc2ccc(O)c(C(=O)O)c2)cc1	109	1	10	108	-25	107	-7	95
CC(C)Cc1nnc(NC(=O)C2CCN(C(=O)c3ccc(Cl)cc3)CC2)s1	80	4	2	92	-1	90	1	107
COC(=O)/C(=C\C(=O)c1ccc([N+](=O)[O-])cc1)Nc1ccc(OC)cc1	103	-3	-3	106	15	104	2	nt
O=C(NN1CCOCC1)c1cc(-c2ccc(Cl)c(Cl)c2)nc2ccccc12	93	-8	4	105	-2	105	2	96

(list continues)
compound	CR mimetic SO	procasp7 counter	procasp3 activ	MEP2 TOR yeast	JMJD2C inh	RPL19A-GFP yeast	AHR act	LAP4-GFP MLPCN
C/C(=N\NC(=O)COc1ccc(C(C)(C)C)cc1)c1cc2ccccc2o1	73	-30	-7	95	-2	105	44	95
C/C(Nc1ccc(F)cc1)=C(/C#N)C(N)=O	106	-2	5	105	10	101	0	100
O=C(NCC1CCCO1)c1ccc2c(=O)n(-c3ccc(F)cc3)c(=S)[nH]c2c1 (centres undefined)	124	5	1	100	9	96	0	104
O=C(Cc1ccccc1)c1nnc(-c2ccccc2)o1	92	2	8	87	-3	95	1	91
COc1ccc([C@H]2CC(=O)C=C(c3cccc(OC(F)(F)F)c3)C2)cc1	120	-1	0	84	8	99	2	98
COc1cc(OC)c(C2=NOC(C(=O)NCc3cccnc3)C2)cc1Cl (centres undefined)	100	3	5	93	4	98	0	76
CC(Cc1ccccc1)C(=O)N(C)Cc1cccnc1 (centres undefined)	94	6	4	90	3	99	3	104
COc1cc(C)c(Cl)cc1S(=O)(=O)n1cnc2ccccc21	110	-4	2	94	-9	96	1	101
CCc1cc2c(=O)[nH]c(Cc3ccc(OC)cc3)nc2s1	95	1	1	105	5	96	19	98
COc1cc2[nH]c(=O)n(CCCCCC(=O)NCCCN3CCCC3=O)c(=O)c2cc1OC	96	0	5	112	4&37	99	0	100
Cc1cccc(C(=O)N=c2sccn2C)c1[N+](=O)[O-]	91	4	0	93	-19	101	99*	101
COc1cc(C(=O)Oc2ccc(/C=N/NC(=O)c3ccncc3)cc2)cc(OC)c1OC	98	-4	-1	99	-9	101	12	96

Continuation:
compound	CR mimetic SO	procasp7 counter	procasp3 activ	MEP2 TOR yeast	JMJD2C inh	RPL19A-GFP yeast	AHR act	LAP4-GFP MLPCN
CCC[C@@H](OS(N)(=O)=O)[C@@H](Cc1ccccc1)C(=O)OCC	100	2	-1	89	7	96	0	115
CCn1c(SCC(=O)Nc2ccc3c(c2)OCO3)nc2c1c(=O)n(C)c(=O)n2C	99	3	5	99	11	96	10	99
Cc1cc(=O)c(C(=O)O)nn1-c1ccccc1F	98	0	-6	104	nt	97	-1	85
C=CC(=O)NC1CC2CCC1(C)C2(C)C (centres undefined)	97	4	-2	93	2	89	0	101
Fc1ccccc1Nc1nc2ccccc2n2nnnc12	113	0	-1	102	-12	101	96*	86
O=C(NCCc1c[nH]c2ccccc12)/C(=C\c1cccs1)NC(=O)c1ccccc1	100	3	5	103	-7	108	5	94
CC1Cc2ccccc2N1C(=O)CCn1cccn1 (centres undefined)	85	2	8	95	-1	99	5	78
Cc1nc(SCC(O)CO)c([N+](=O)[O-])[nH]1 (centres undefined)	96	-5	2	101	-6	96	3	104
CCOCCCNC(=O)C1CC(=O)N(C2CCCC2)C1 (centres undefined)	89	2	-3	108	1	104	-1	99
Cc1cc(NC(=O)Cn2c(C)nc3ccccc3c2=O)ccc1Br	98	-2	0	94	5	101	5	100
C=CCNc1nc(C(=O)OCC(=O)N(Cc2ccccc2)C(C)C)cs1	86	4	6	102	5	104	0	97
CN(C)S(=O)(=O)c1ccc2c(c1)C(CC(=O)O)NC2=O (centres undefined)	87	19	8	105	9	104	2	101

Reformatted with values under each structure: entries from further up
Below each compound: CR mimetic SO, procasp7 counter, procasp3 activ, MEP2 TOR yeast, JMJD2C inh, RPL19A-GFP yeast, AHR act, LAP4-GFP MLPCN
O=C(c1ccc(F)cc1F)N1CCC(N2CCC(C(=O)N3CCOCC3)CC2)CC1
  104, -7, -1, 116, -2, 112, 0, 103
CCOC(=O)C1=C(COC(=O)CCNS(=O)(=O)c2ccc(NC(C)=O)cc2)NC(=O)NC1C (centres undefined)
  139, 10, 3, 84, 0, 94, 4, 99
CC(=O)Nc1ccc(S(=O)(=O)Nc2ccc(N3CCCCC3)cc2)cc1
  100, -18, 1, 98, -2, 98, 6, 105

(listing goes on)
compound	CR mimetic SO	procasp7 counter	procasp3 activ	MEP2 TOR yeast	JMJD2C inh	RPL19A-GFP yeast	AHR act	LAP4-GFP MLPCN
CCCCC(=O)Nc1nn(CC)c2nc3c(C)cccc3cc12	102	9	-14	102	1	93	19	114
Cc1ccc(CS(=O)Cc2ccc(C(=O)NCc3cccs3)o2)cc1 (centres undefined)	137	-5	8	95	10	96	2	92
Cc1ccc(N2CCN(S(=O)(=O)N3CCCCCC3)CC2)cc1Cl	98	-5	5	103	i	101	-1	102
O=Nc1c(O)[nH]c2ccc(F)cc12	106	5	-1	100	-6	98	3	86
O=C(CCN1C(=O)c2ccccc2S1(=O)=O)N1CCN(c2ccccc2F)CC1	102	6	8	103	-2	101	-1	111
CCCCOC(=O)c1ccc(NC(=O)c2cc(Cl)ccc2OC)cc1	84	0	8	103	0	98	-4	101
Cc1ccc2c(N)[nH]nc2n1	100	12	-1	111	67	112	4	110
CCOC(=O)C1CCN(C2=NC(=O)/C(=C/c3ccc(Cl)cc3)S2)CC1	120	2	0	96	-7	94	-1	105
c1csc(-c2csc3ncnc(NCCCN4CCOCC4)c23)c1	107	0	-2	104	9	99	-2	107
Cc1c(C(=O)N2CCN(S(=O)(=O)c3ccccc3F)CC2)oc2c(Cl)cccc12	117	15	5	?	14	?	1	?
CCC1(c2ccccc2)NC(=O)N(CC(=O)Nc2ccc(S(=O)(=O)NC3=NCCCCC3)cc2)C1=O (centres undefined)	96	6	-1	101	3	100	0	102
NS(=O)(=O)c1ccc(CCNC(=O)c2ccco2)cc1	92	7	-7	90	-11	91	2	93

Next part.
compound	CR mimetic SO	procasp7 counter	procasp3 activ	MEP2 TOR yeast	JMJD2C inh	RPL19A-GFP yeast	AHR act	LAP4-GFP MLPCN
COc1ccc(NC(=O)CSc2ncnc3c2sc2ccccc23)c(OC)c1	108	5	4	106	-14	106	6	75
CCCCCCCNC(=O)C1CC(=O)N(C)C(=Nc2ccc(OC)cc2)S1 (centres undefined)	91	12	0	105	0	105	5	99
CN(C)c1ncc(S(=O)(=O)c2ccc(Cl)cc2)c(-c2ccc(Cl)cc2Cl)n1	103	-1	-6	118	-2	99	-2	109
C[C@H](NC(=O)N1CCn2c1nc1ccccc12)C(=O)NCc1ccco1	99	5	-8	100	72	105	1	105
Oc1c(/C=N/c2ncn[nH]2)ccc2ccccc12	91	6	1	97	-5	104	20	96
CC(C)N(Cc1nccn1C)C(=O)c1cc(COc2cccc(C(F)(F)F)c2)on1	96	9	4	113	-6	101	2	92
Cc1cccc(N2CN(Cc3cccnc3)CNC2=S)c1C	92	-1	1	97	-10	110	3	87
CC(C)CN1CCN(Cc2cn(C)c3ccccc23)CC1CCO (centres undefined)	97	-1	6	114	13	104	6	98
Cc1ccc(-n2cc[nH]c2=S)cc1C	90	-4	-7	106	10	102	4	100
Cc1ccc(S(=O)(=O)CCC(=O)OCn2nnc3ccccc3c2=O)cc1	97	-6	-3	99	10	98	1	102
Cc1ccc(S(=O)(=O)c2cc3c(=O)n4cccc(C)c4nc3n(Cc3ccncc3)c2=N)cc1	105	-7	-7	106	-27	100	0	99
NC(=O)c1ccc(NC(=O)c2cnc3ccccc3n2)cc1	91	9	-7	97	8	97	19	104

The listing continues.
compound	CR mimetic SO	procasp7 counter	procasp3 activ	MEP2 TOR yeast	JMJD2C inh	RPL19A-GFP yeast	AHR act	LAP4-GFP MLPCN
Fc1ccc(NC(=S)Nc2ccccc2N2CCOCC2)cc1Cl	134	-5	2	86	11	88	10	95
Cn1cc([N+](=O)[O-])c(C(=O)Nc2ccn(C34CC5CC(CC(C5)C3)C4)n2)n1	113	13	9	96	12	96	2	95
O=c1c2cc([N+](=O)[O-])ccc2nc(CN2CCN(c3ccccn3)CC2)n1-c1ccccc1F	110	-14	-1	107	1	106	20	99
CC1(C)CC(=O)C2=C(C1)Nc1ccccc1NC2c1cccnc1 (centres undefined)	105	5	-5	99	4	104	-1	105
CCN1C(=O)c2ccccc2S(=O)c2ccc(C(=O)NC3CC3)cc21 (centres undefined)	95	13	5	102	24	101	5	99
Cc1cc(=O)n(CCCO)c(O)c1C#N	84	-4	-6	96	-2	96	0	93
COc1cc(C(=O)O)cc(NC(=O)c2cccs2)c1OC	118	0	-6	97	1	99	2	95
O=C(CCCN1C(=O)/C(=C/c2ccco2)SC1=S)Nc1ccccc1	106	-16	3	108	-4	102	1	104
O=C(Nc1ccnn1C1CCN(C(=O)c2cccc(Cl)c2)CC1)C1CC1	105	-2	-1	92	2	98	0	92
Cc1ccc(C(=O)NNC(=O)C2CCCN(c3ncccn3)C2)cc1 (centres undefined)	96	5	3	101	-9	95	3	102
CCC(=O)Nc1cccc(NC(=O)CSc2nnc(C3CC3)n2C)c1	93	9	7	97	0	107	7	105
CCn1c(SCC(=O)Nc2ccccc2C(=O)OC)nnc1-c1ccc(N)cc1	87	-4	0	105	0	96	7	99

Going on with the list.
compound	CR mimetic SO	procasp7 counter	procasp3 activ	MEP2 TOR yeast	JMJD2C inh	RPL19A-GFP yeast	AHR act	LAP4-GFP MLPCN
COc1ccc(/C(C#N)=C/c2ccccn2)cc1	58*	-12	-10	110	-1	105	-4	97
CC(=O)NC(CC(=O)O)c1ccccc1 (centres undefined)	88	9	4	92	1	94	4	102
Cc1nn(-c2ccc(N3CCOCC3)nn2)c(C)c1CCC(=O)NCc1ccccc1	119	2	6	92	-20	97	2	89
O=C(c1ccccc1)N1N=C(c2ccccc2)CC1c1ccccc1O (centres undefined)	96	1	0	101	9	100	2	100
Cc1ccsc1C1C(C#N)=C(N)N(N(C)C)C2=C1C(=O)CC(C)(C)C2 (centres undefined)	85	5	4	91	-16	92	2	93
